# Compound activity from PubChem.
# LmPK inh = LmPK (Leishmania mexicana) enzyme inhibition; Q27686; purified LmPK, Kinase-Glo ATP luminescence, 1 h; Potency, µM (top dose mostly 57.5 µM), for inactives: at the highest dose activity change, negative = inhibition, actives largely listed as inhibitors; 290,000 tested, 0.37% active; AID 1721; also: potency is read from the fitted curve at half-maximal effect
# Target sequence (Q27686 whole entry, looked up): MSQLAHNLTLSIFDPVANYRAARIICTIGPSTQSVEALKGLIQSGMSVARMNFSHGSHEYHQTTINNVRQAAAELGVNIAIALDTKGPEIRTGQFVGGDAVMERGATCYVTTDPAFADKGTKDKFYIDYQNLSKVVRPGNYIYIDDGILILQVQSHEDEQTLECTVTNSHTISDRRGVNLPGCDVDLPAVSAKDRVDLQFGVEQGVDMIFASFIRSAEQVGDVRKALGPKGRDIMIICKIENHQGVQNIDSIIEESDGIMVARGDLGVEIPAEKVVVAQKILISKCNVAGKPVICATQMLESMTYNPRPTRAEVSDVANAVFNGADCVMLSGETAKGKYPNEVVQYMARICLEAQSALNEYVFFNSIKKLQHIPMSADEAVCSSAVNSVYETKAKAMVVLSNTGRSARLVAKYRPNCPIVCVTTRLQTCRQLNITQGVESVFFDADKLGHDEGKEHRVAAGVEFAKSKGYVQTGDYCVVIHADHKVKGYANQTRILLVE
#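 Screened at intermediate enzyme activity to detect both inhibitors and activators: LmPK at 0.1 nM, with a 0.5 nM enzyme column as activation reference. PEP 0.5 mM, ADP 0.1 mM; ATP detected by luminescence after 1 h.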
# HCMV inh = human cytomegalovirus inhibition | HFF cells, HCMV-luciferase reporter, 72 h; hits give low values | activity change, negative = inhibition, % at 57.5 µM | 410,000 tested, 4.5% active | AID 1259415; in the data active = activity change below about -60%; inconclusive = no clear call, values can overlap the other calls; inactive = above about -39%
#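 Screen run at 2 compound doses on HFFs infected with reporter HCMV, MOI 1 PFU/cell. Luciferase activity from cell lysates at 72 h post infection gave inhibition relative to buffer-only and Salinomycin wells.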
# HCV inhibitor = blocks hepatitis C virus; 340,000 tested, 3.4% active; AID 651820; Potency, µM (top dose mostly 41.8 µM), inactives show top-dose activity change, negative = inhibition, most hits filed as inhibitors; Huh7.5.1 HCVcc-Cre infection, luciferase reporter, 44 h; also: potency is read from the fitted curve at half-maximal effect
#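 Cells (1,000/well) were plated 4 h before compound, then infected with HCVcc-Cre virus (~0.5 moi). After 44 h further culture, infection was read as luciferase luminescence following a 15 min substrate incubation at room temperature.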
# AmpC no deterg = blocks E. coli AmpC beta-lactamase in detergent-free assay; AmpC nitrocefin hydrolysis, absorbance 480 nm, 0.0001% Triton; Potency, µM (doses to about 57.1 µM), inactives show at the highest dose activity change, negative = inhibition, most hits filed as inhibitors; 330,000 tested, 0.52% active;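 also: potency is read from the fitted curve at half-maximal effect; plate controls were no compound for no effect and no enzyme for full effect; nearly all actives have a fitted effect of over 20% in size; some results filed as inactive show a strong effect at the top dose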
# Target sequence (P00811 whole entry, looked up): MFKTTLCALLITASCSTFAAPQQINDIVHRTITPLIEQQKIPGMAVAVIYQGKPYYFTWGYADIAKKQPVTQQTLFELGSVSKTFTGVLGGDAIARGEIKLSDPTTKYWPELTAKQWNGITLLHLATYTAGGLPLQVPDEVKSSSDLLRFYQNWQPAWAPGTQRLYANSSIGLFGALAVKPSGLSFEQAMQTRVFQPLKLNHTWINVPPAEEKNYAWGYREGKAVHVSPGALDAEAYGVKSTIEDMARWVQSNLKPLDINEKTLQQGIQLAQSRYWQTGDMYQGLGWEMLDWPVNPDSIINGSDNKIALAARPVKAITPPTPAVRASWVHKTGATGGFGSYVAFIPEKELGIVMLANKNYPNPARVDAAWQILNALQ
#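 20 mM phosphate pH 7.0 + 0.01% (detergent screen) or 0.0001% Triton X-100; 5.3 nM AmpC reagent; cpd preinc 15 min RT; nitrocefin (800 uM stock) to start; A480 q20 s × 4 min; Activity was normalised to no-enzyme and no-compound control wells.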
# Tb PYK inh = inhibitors of Trypanosoma brucei pyruvate kinase; Q57TT1; TbPYK enzyme, Kinase-Glo Plus ATP luminescence, 45 min; Potency, µM (titrated, usually from 76.8 µM), without a hit: at the top dose activity, negative = inhibition, most hits filed as inhibitors; 410,000 tested, 0.12% active; AID 624173; also: potency is read from the fitted curve at half-maximal effect; nearly all actives have a fitted effect of over 50% in size
#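 Enzyme and substrate buffer are dispensed first and compound is pin-transferred. ADP at 130 uM final then starts the reaction, which runs 45 min at room temperature. Detection reagent is added for 10 min before luminescence is imaged.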
# AMA1-RON2 inh = disrupts binding of P. falciparum AMA1 to RON2 | AlphaScreen AMA1-biotinylated RON2 peptide binding | Potency, µM (doses to about 58.2 µM), for the others: at the top dose activity change, negative = inhibition, hits mostly inhibitors | 360,000 tested, 0.2% active | AID 720542;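 also: potency is read from the fitted curve at half-maximal effect; 0% = vehicle wells and -100% = peptide control; nearly all actives have a fitted effect of over 45% in size; some results filed as inactive show a strong effect at the top dose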
#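 AMA1 (3D7) with his tag at 25 nM final met compounds first, then biotinylated RON2 peptide at 25 nM; detection used donor plus acceptor beads, 10 µg/mL apiece, read by AlphaScreen after 30 min at room temperature.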
# AmpC detergent = AmpC beta-lactamase inhibition with detergent present | P00811 | AmpC hydrolysis of nitrocefin, absorbance 480 nm, 0.01% Triton | Potency, µM (top dose mostly 114 µM), for the others: top-dose activity change, negative = inhibition, usual class: inhibitors | 370,000 tested, 0.041% active | AID 485294;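 also: potency is read from the fitted curve at half-maximal effect; 0% = no-compound wells and -100% = no-enzyme wells; nearly all actives have a fitted effect of over 25% in size; some results filed as inactive show a strong effect at the top dose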
#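 AmpC (5.3 nM in the dispensed reagent) in 20 mM phosphate pH 7.0 with 0.01% (detergent screen) or 0.0001% Triton X-100 was preincubated with compounds for 15 min at room temperature. Nitrocefin was then added from an 800 uM solution, and hydrolysis was followed at 480 nm.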
# The depositor's hits bear a star; u = inconclusive; x = not tested or not shown; & = joins results of further samples; [ ] = another dose, or the depositor's remark. Unless noted, calls follow the shape of the dose curve; as a rule, active = well fitted curve in the direction sought with a large enough effect; inconclusive = small, poorly fitted or top-dose-only effect, or another doubt; inactive = no such curve, though single readings can be large; an effect the other way counts as inactive or inconclusive. Unless noted, % is scaled to controls: 0 for no effect and ±100 for the full control effect.
Structure	LmPK inh	HCMV inh	HCV inhibitor	AmpC no deterg	Tb PYK inh	AMA1-RON2 inh	AmpC detergent
CC(=O)C[C@H](O)CC(=O)[C@@H]1OC(=O)[C@@H](C)C/C=C\Cc2ccccc21	x	-18	-6%	-7%	6%	-2%	x
Cc1nnc(NC(=O)CSc2ccc([N+](=O)[O-])cn2)s1	8%	35	8%	-14%	1%	-4%	-15%
COc1ccc(/C=N\NC(=O)c2ccccc2Br)cc1COc1c(F)c(F)cc(F)c1F	0%	-81*	5µM*	-36%	5%	0%	-13%
COc1cccc(CCc2nnc(N)s2)c1	5%	13	13%	-8%	-3%	-2%	-12%
CC(CCc1ccccc1)NC(=O)Cn1ncc2c3ccccc3n(Cc3ccc(F)cc3)c2c1=O (stereo not drawn)	x	14	x	x	9%	x	13%
Cc1ccc(NC2=NC(c3ccc(F)cc3)n3c(nc(C)cc3=O)N2)c(C)c1 (stereo not drawn)	3%	14	7%	-13%	-10%	0%	-4%
CC(NC(=O)c1ccco1)C(=O)OCc1cccc(Cl)c1 (stereo not drawn)	3%	0	1%	-16%	2%	-8%	-13%
Oc1ccc(-c2nc3ccccc3s2)c(O)c1	u	19	-5%	-43%	-10%	0%	0%
COc1ccc(S(=O)(=O)N2CCOCC2)cc1N=Nc1sc(N)nc1-c1ccccc1	-18%	-15	1%	-8%	-9%	-24%[2.32 µM]	-12%
CCc1ccc2oc(C(=O)NCC(c3ccc(OC)cc3)N3CCCCC3)c(C)c2c1 (stereo not drawn)	0%	25&15	u	-5%	6%&4%	-12%	7%&6%
COC(=O)c1c(NC(=O)CSc2nnnn2-c2ccc3c(c2)OCO3)sc(C)c1C	-2%	16	u	-30%	-18%	0%	-7%
O=C1/C(=C/c2cccc(Br)c2)SC(=S)N1/N=C/c1cc([N+](=O)[O-])ccc1O	-3%	u	0%	-49%	-10%	50%[activator]	7%
COc1ccc(NC(=O)C(C)N2C(=O)c3ccccc3C2=O)cc1S(=O)(=O)N1CCOCC1 (stereo not drawn)	6%	29	7%	3%	0%	-16%	11%
CCCC(=O)Nc1ccc(S(=O)(=O)N2CCc3ccccc32)cc1	x	-8	x	x	0%	-6%	x
O=C(c1c(F)cccc1F)N(Cc1ccccn1)C1CC1	0%	-9	2%	-10%	4%	2%	1%
CNC(=O)C1CCC(Cn2c(=O)c3sccc3n(Cc3cc(C)ccc3C)c2=O)CC1 (stereo not drawn)	x	1	x	x	-11%	x	2%
O=C(COC(=O)/C=C/c1cccc(Br)c1)Nc1ccc(Cl)cn1	x	47	x	x	0%	26%	x
Cc1cc(N(C)C)cc(C)[n+]1[O-]	-1%	-3	4%	1%	8%	5%	-6%
CC(=O)Nc1cc(NC(=O)CCCC(=O)O)ccc1Cl	7%	-7	4%	-20%	7%	-5%	-6%
CCOc1ccc(NC(=O)COC(=O)C2CCC(=O)N2)c([N+](=O)[O-])c1 (stereo not drawn)	x	-30	21%	-1%	0%	54%	0%
Cn1c(=O)c2c(n(Cc3ccccc3)c1=O)NC(=O)C2CC(=O)NCc1cccc(Cl)c1 (stereo not drawn)	2%	12	13%	-14%	8%	-10%	3%
COc1cccc(C(=O)Nc2ccc(S(=O)(=O)N3CCN(C)CC3)cc2)c1	0%	-15	-12%	7%	-3%	16%	-5%
CCOc1ccc2nc(SCc3ccc(F)cc3)sc2c1	-7%	39	6%	-18%	-3%	-8%[2.32 µM]	-14%
COc1cc(OC)cc(C2=Cc3ccccc3C(CC(C)=O)N2c2ccc(-c3cncnc3)cc2)c1 (stereo not drawn)	x	60	x	x	6%	-1%	x
CC(C)CN1CCC(CN(C)Cc2nc(-c3cnccn3)no2)CC1	5%	-18	2%	-6%	-3%	-3%	8%
O=C(Nc1ccccc1Cl)NC1(C(=O)N2CCCCC2)CCCCC1	-2%	-1	10%	-18%	2%	0%	u
COc1ccc(-c2cc3c(c4c2ccn4C)C2CCC3C2)cc1 (stereo not drawn)	x	-24	x	x	2%	u	x
CCOC(=O)c1[nH]c2ccccc2c1NC(=O)c1ccc(S(=O)(=O)N2CCCC2)cc1	2%	96	-8%[8.37 µM]	25%	1%	-7%	-19%
CCc1ccccc1NC(=S)NCc1cccn1C	-2%	-20	-1%	-24%	-2%	-2%	-3%
CCOC(=O)c1c(NS(=O)(=O)c2ccc(Br)cc2)sc2c1CCC2	x	12	5%	x	28µM*	6%	x
COCCn1c(C)cc(C(=O)CSc2n[nH]c(N)n2)c1C	11%	28	16%	-12%	-14%	6%	-7%
CCOc1ccc(NC(=O)CN(c2ccc(Cl)cc2C)S(=O)(=O)c2ccccc2)cc1	x	-69*	x	x	4%	x	-3%
Cc1ccc(-n2ncc(C(=O)NCCN3CCc4ccccc4C3)c2C2CCN(C(=O)OC(C)(C)C)CC2)c(C)c1	x	12	x	x	-3%	x	3%
Cc1cccnc1C(NC(=O)C1CCN(CCCc2ccccc2)CC1)c1ccc(F)cc1 (stereo not drawn)	x	12	x	x	1%	14%	x
COC(=O)c1ccc(OCCOc2ccccc2)cc1	-6%	24	2%	-4%	3%	21%	0%
COc1ccc(N2CCN(C3CCCN(Cc4cccc(C(C)=O)c4)C3)CC2)cc1 (stereo not drawn)	1%	22	-7%	43%	1%	-4%	6%
COc1ccc(C(C)=O)cc1COC(=O)c1ccc(S(=O)(=O)N(C)C)cc1	18%	11	-29%	62%[activator]	-1%	6%	-6%
CCOC(=O)c1cc(-c2ccccc2C)n(CC2CC(c3ccc(OC)cc3)=NO2)n1 (stereo not drawn)	x	6	u	98%[activator]	9%	-5%	x
CCOC(=O)CC(SP1(=S)OCC2(CC=CCC2)CO1)C(=O)OCC (stereo not drawn)	x	-13	22%	x	5%	-5%	x
O=C1NCC(COCc2ccccc2)O1 (stereo not drawn)	-1%	0	0%	-9%	3%	7%	u

# Reprinted from the part before: 2 entries, followed by the next part.
Structure	LmPK inh	HCMV inh	HCV inhibitor	AmpC no deterg	Tb PYK inh	AMA1-RON2 inh	AmpC detergent
CCOC(=O)CC(SP1(=S)OCC2(CC=CCC2)CO1)C(=O)OCC (stereo not drawn)	x	-13	22%	x	5%	-5%	x
O=C1NCC(COCc2ccccc2)O1 (stereo not drawn)	-1%	0	0%	-9%	3%	7%	u
COc1ccc(CNC(=O)Cn2ccc3cc(S(=O)(=O)N4CCCC4)ccc32)c(OC)c1	x	4	x	x	4%	x	9%
C/C(=C/CCC(C)C1CCC2(C)C3CCC4C(C)(C)C(=O)CCC4(C)C3=CCC12C)C(=O)O (stereo not drawn)	3%	x	x	20%	x	x	-3%
COCCNC(=O)c1ccc(Cn2c(SCC(=O)NCC3CCCO3)nc3ccc(Br)cc3c2=O)cc1 (stereo not drawn)	0%	-36	-10%	128%[activator]	5%	-8%	u
O=C(/C=C/c1ccccc1[N+](=O)[O-])N1CCOCC1	-4%	21	0%	0%	-2%	-1%	-1%
O=C(O)Cc1ccc(NC(=O)c2ccc(NC(=O)C3CC3)cc2)cc1	-14%	-20	10%	-28%	2%	0%	2%
Cc1ccc(NC(=O)COc2ccc3c(c2)OCO3)c(C)c1	x	-10	6%	-18%	12%	-7%	1%
O=C(NCCN1CCOCC1)c1cccc(S(=O)(=O)N(Cc2ccccc2)c2ccccc2)c1	x	-21	-9%	216%[activator]	1%	-4%	u
CC(=O)c1ccc(N2CCN(C(=O)C3(S(=O)(=O)c4ccc(Cl)cc4)CC3)CC2)cc1	7%	12	-20%	68%[activator]	1%	-1%	-2%
Cc1ccc(S(=O)(=O)CC(O)COc2ccc(F)cc2Cl)c(C)c1 (stereo not drawn)	6%	4	-8%	10%	4%	35%[activator]	6%
CCC1C(=O)N=C(SCC(=O)Nc2ccc(Br)cn2)NC1=O (stereo not drawn)	0%	-15	3%	-18%	-17%	-3%	-5%
O=C(CCCl)Nc1ccc(S(=O)(=O)NCc2ccco2)cc1	8%	59	-9%	-14%	-4%	-3%	u
COc1ccc(CCNC(=O)CN2C(=O)NC(c3ccccc3)(c3ccccc3)C2=O)cc1	x	-14	u	1%	-5%	-16%	x
CCc1ccc(N2C(=O)CC(=O)NC2=O)cc1	-1%	4	-2%	-21%	2%	-14%	-13%
COc1cc(C2/C(=C(\O)c3ccc4c(c3)CC(C)O4)C(=O)C(=O)N2Cc2ccco2)ccc1O (stereo not drawn)	3%	-19	0%	-18%	2%	1%	u
CSc1ccc(/C=N\NC(=O)CC(=O)NC(C)C)cc1	1%	u	10%	-20%	-3%	18%	-5%
CCC(=O)c1ccc(OCC(=O)OCC(=O)N2CCc3ccccc32)cc1	x	7	u	-6%	1%	-17%	-12%
COn1c(SCC(=O)N(C)C)nc2ccccc2c1=O	6%	-5	-25%	-10%	-5%	5%	u
O=S(=O)(c1ccc2nc(Nc3ccccc3)ccc2c1)N1CCCCC1	-1%	-4	-25%	-23%	-9%	2%	-4%
Cc1cccc(CNCCc2c[nH]c3ccccc23)c1	-7%	-99*	u	-1%	0%	-14%	3%
Cc1ccc(NC(=O)Cc2c(C(=O)O)n(C)c3ccccc23)cc1F	25%	-28	22%	-32%	0%	5%	-1%
CCOC(=O)c1c(N2C(=O)Nc3ccccc3N2O)sc2c1CCCCC2	4%	4	5%	-18%	2%	-16%	-8%
Cc1cc2ncn(-c3ncnc4sc5c(c34)CCCC5)c2cc1C	3%	-34	13%	-9%	-4%	10%	u
CC(C(=O)Nc1ncn[nH]1)N1C(=O)c2ccccc2C1=O (stereo not drawn)	3%	-6	5%	-14%	4%	3%	-11%
COc1ccc(C(=O)NCCn2cc(SCC(=O)Nc3ccc(F)cc3)c3ccccc32)cc1	x	0	x	x	0%	x	2%

# Full records, looked up by structure:
# CCOc1ccc(NC(=O)COC(=O)C2CCC(=O)N2)c([N+](=O)[O-])c1 (stereo not drawn) is listed as LmPK inh: x; HCMV inh: -30; HCV inhibitor: 21%; AmpC no deterg: -1%; Tb PYK inh: 0%; AMA1-RON2 inh: 54%; AmpC detergent: 0%
# COc1ccc(C(C)=O)cc1COC(=O)c1ccc(S(=O)(=O)N(C)C)cc1 is listed as LmPK inh: 18%; HCMV inh: 11; HCV inhibitor: -29%; AmpC no deterg: 62%[activator]; Tb PYK inh: -1%; AMA1-RON2 inh: 6%; AmpC detergent: -6%
